p53ts 32C tox = p53ts cell cytotoxicity, permissive temperature; H1299-p53A138V at 32C, ATP luminescence viability, 24 h; Potency, µM (highest dose often 46.1 µM), without a hit: top-dose activity change, negative = cytotoxicity, actives largely listed as cytotoxic; 130,000 tested, 0.93% active; AID 924;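 also: 0% = DMSO and -100% = full killing by reference compound; nearly all actives have a fitted effect of over 55% in size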
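Cells: H1299 p53ts (A138V), 600/well, pre-incubated 16–30 h at 37C. Cpd up to 46 uM, 24 h, 32C. Readout: ATPlite luminescence, 20 min RT. Normalization: DMSO vs tamoxifen 100 uM. AC50 by Hill equation.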
p53ts 39C tox = cytotoxicity in p53ts cells at nonpermissive temperature | H1299-p53A138V viability at 39C, ATP luminescence, 24 h | AID 902 | 130,000 tested, 1.5% active | Potency, µM (highest dose often 46.1 µM), for inactives: at the highest dose activity change, negative = cell killing, hits mostly cytotoxic; also: nearly all actives have a fitted effect of over 55% in size
Peg3 imprint = inducers of genomic imprint erasure in mouse ES cells | AID 1948 | Potency, µM (series often up to 60.7 µM), inactives show top-dose activity change, positive = activation, actives largely listed as activators | mouse ES Peg3-LacZ reporter, beta-gal luminescence, 40 h | 110,000 tested, 0.02% active;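 also: 0% = negative control wells on the plate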
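Gelatin-coated wells received 300 freshly trypsinized female ES cells with a Peg3LacZ-Neo reporter on the maternal allele, then incubated 40 hours at 37C. BetaGlo was added for 5 minutes at room temperature before a single luminescence read.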
IkB signaling = IkB pathway inhibition in ABC-DLBCL cells | Potency, µM (highest dose often 57.1 µM), inactives show top-dose IkBa stabilization activation | 110,000 tested, 0.04% active | ABC-DLBCL IkBa-CBG/CBR dual luciferase ratio, 4 h; response scale: scaled: untreated 0%, proteasome inhibitor 100%; active = well fitted curve in the direction sought with a large enough effect in the signal ratio, not every such curve was filed as active; inconclusive = small, poorly fitted or top-dose-only effect, or a change in a side signal; the % refers to the signal ratio;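 also: the direction sought is a rising ratio; 0% = basal untreated cells and 100% = reference inhibitor full response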
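In this assay, an IκBα–CBG68 fusion accumulates when IKK-driven degradation is blocked; native CBR normalizes for cell number. OCI-Ly3 cells were treated 4 h with compound and doxycycline, then green and red light read after Chroma-Glo addition.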
* hit, by the source's call; ? = inconclusive; . = no result given; & = joins results of further samples; [ ] = remark or other dose. Unless noted, calls follow the shape of the dose curve; as a rule, active = well fitted curve in the direction sought with a large enough effect; inconclusive = small, poorly fitted or top-dose-only effect, or another doubt; inactive = no such curve, though single readings can be large; an effect the other way counts as inactive or inconclusive. Unless noted, % is scaled to controls: 0 for no effect and ±100 for the full control effect; potency is read from the fitted curve at half-maximal effect.

SMILES	p53ts 32C tox	p53ts 39C tox	Peg3 imprint	IkB signaling
CCCCS(=O)(=O)c1oc(-c2ccc(F)cc2)nc1S(=O)(=O)c1ccccc1	10µM*	2µM*	-42.4%[inhibitor][10.9 µM]	?
COc1ccccc1CNC(=O)CN1C(=O)CSc2ccc(S(=O)(=O)N(C)C)cc21	5.1%	3.4%	-7.5%[10.9 µM]	-3.0%
Cc1ccc(C(=O)N/C(=C\c2ccc(Cl)cc2)C(=O)NC2CCCCC2)cc1	?	?	-9.1%[10.9 µM]	?
Cc1ccc(-c2cc(C(=O)Nc3cc(C)ccc3C)[nH]n2)c(O)c1	?	-2.9%	-43.7%[inhibitor]	?
O=C(/C=C\c1ccccc1)Nc1nccs1	?	-15.7%	.	.
CCCCNC(=O)c1sc(=S)n2c1[nH]c(=O)c1ccccc12	16.3%	8.6%	-3.4%	?
CCc1cccc(C)c1NC(=O)c1cc(C)oc1C	3.7%	2.5%	-12.6%	5.3%
Cc1cc(NC(=O)c2cc3ccccc3o2)cc(C)c1OCC(=O)N1CCOCC1	?	-27.8%	-6.7%	-3.7%
Cc1ccc(-c2nn(CCC(=O)Nc3ccc(OC(F)(F)F)cc3)c(=O)c3ccccc23)cc1	7.8%	41.6%	-2.0%[10.9 µM]	-1.6%
CCOc1ccc(-n2c(=O)c3c(C)c(C)sc3n(Cc3cc(=O)n4cc(Cl)ccc4n3)c2=O)cc1	6.4%	3.1%	14.5%[10.9 µM]	1.5%
O=C(CSc1ccc(-c2ccco2)nn1)NCc1ccc(F)cc1	-3.9%	-4.7%	.	.
COc1cccc(C(=O)NC2=NCCS2)c1OC	-28.7%	-20.4%	-37.0%[inhibitor]	1.2%
COC(=O)C1CC1C(NC(=O)[C@@H]1CCCN1)c1ccccc1 (stereo partly specified)	11.2%	-14.9%	-14.8%	.
O=C(CCC1N=C2c3ccccc3N=C(SCc3ccc(Cl)cc3)N2C1=O)NCCc1ccccc1 (stereo unspecified)	18.7%	7.8%	-9.5%[10.9 µM]	?
O=S(=O)(NCCCCCNS(=O)(=O)c1ccccc1)c1ccccc1	-6.4%	-2.1%	-16.1%	3.8%
O=C(c1ccc(Cl)cc1Cl)C1(n2cncn2)Oc2ccccc2C1O (stereo unspecified)	8.9%	3.5%	-13.8%	0.7%
Cc1ccc(-c2cc(C(F)(F)F)n3ncc(-c4ccccc4)c3n2)cc1	1.8%	8.0%	0.8%[10.9 µM]	6.8%
COC(=O)c1ccc(CSc2nc(-c3ccccc3)cs2)o1	-27.1%	?	-28.7%	2.0%
O=c1c2ccccc2nnn1CSc1nnc2sc3ccccc3n12	-25.5%	?	-31.3%[inhibitor]	0.2%
COc1ccc(OC)c(S(=O)(=O)N(C)CC(=O)N2CCN(c3ccc(F)cc3)CC2)c1	-1.0%	4.3%	7.7%	2.3%
CCOC(=O)c1c(NC(=O)CCCOc2ccc(C)cc2)sc2c1CCC(C)C2 (stereo unspecified)	-3.8%	1.7%	-5.2%[10.9 µM]	-1.5%
COc1ccc(C(=O)Nc2nc(-c3nnn(-c4ccc(C(C)C)cc4)c3C)ns2)cc1	6.0%	-7.0%	11.6%[10.9 µM]	1.0%
Cc1ccc(-c2cn3c(n2)sc2cc(C(=O)NCCCc4ccccc4)ccc23)c(C)c1	10.1%	-8.2%	9.8%[10.9 µM]	?
O=C(NCc1ccc2c(c1)CCN2C(=O)c1ccncc1)c1ccc(Cl)cc1	3.6%	-24.8%	-13.0%[10.9 µM]	?
CCC(c1ccccc1)c1nc(-c2ccccn2)no1 (stereo unspecified)	8.8%	5.7%	-22.3%	5.6%
CCn1c(=O)c(C(=O)NCc2ccc(OC)c(OC)c2)c(O)c2ccccc21	-0.8%	-16.2%	1.1%	?
Cc1nnc(SCc2ccc(F)cc2)s1	-14.1%	-1.5%	-12.4%	-1.6%
NC(=O)N/N=C/c1ccc([N+](=O)[O-])o1	?	?	-23.4%&-6.8%	-0.5%
CCN(C(=O)CSc1nc2nc(C)cc(C)n2n1)c1cccc(C)c1	9.9%	8.0%	-13.4%	-0.7%
CCn1c(SCC(=O)N2CCCc3ccccc32)nnc1-c1ccco1	3.4%	-3.4%	-8.5%	0.2%

Six records picked at random from the list so far:
SMILES	p53ts 32C tox	p53ts 39C tox	Peg3 imprint	IkB signaling
CCCCNC(=O)c1sc(=S)n2c1[nH]c(=O)c1ccccc12	16.3%	8.6%	-3.4%	?
COC(=O)c1ccc(CSc2nc(-c3ccccc3)cs2)o1	-27.1%	?	-28.7%	2.0%
COC(=O)C1CC1C(NC(=O)[C@@H]1CCCN1)c1ccccc1 (stereo partly specified)	11.2%	-14.9%	-14.8%	.
COc1ccccc1CNC(=O)CN1C(=O)CSc2ccc(S(=O)(=O)N(C)C)cc21	5.1%	3.4%	-7.5%[10.9 µM]	-3.0%
O=c1c2ccccc2nnn1CSc1nnc2sc3ccccc3n12	-25.5%	?	-31.3%[inhibitor]	0.2%
Cc1ccc(-c2nn(CCC(=O)Nc3ccc(OC(F)(F)F)cc3)c(=O)c3ccccc23)cc1	7.8%	41.6%	-2.0%[10.9 µM]	-1.6%

Next records follow.
SMILES	p53ts 32C tox	p53ts 39C tox	Peg3 imprint	IkB signaling
Cc1ccccc1CS(=O)(=O)Cc1ccc(C(=O)NCc2ccccn2)o1	-10.5%	-14.2%	-16.7%	1.8%
COc1cccc(Cn2c(=O)c(-c3ccccc3)nc3cnc(OC)nc32)c1	2.6%	1.7%	-10.2%	1.2%[11.4 µM]
Clc1ccc(-c2nc(N3CCCCC3)nc3ccccc23)cc1	3.7%	12.4%	.	.
O=c1[nH]c2cc3c(cc2cc1CN(Cc1ccccc1)Cc1nnnn1Cc1ccco1)OCCO3	-1.1%	-8.1%	-15.8%	?
O=C1C=C(NCc2ccccc2)CCC1	-12.5%	1.1%	.	.
CCC(C(=O)Nc1ncccn1)(C(F)(F)F)C(F)(F)F	-1.1%	-17.2%	6.4%	-1.0%
CC(=O)N(C)C1(c2nnnn2CCOC(=O)Nc2ccc(Cl)cc2)CCCCC1	2.3%	-12.2%	-4.5%	-0.7%
COc1ccccc1/C=C/C1(C(=O)NC2CCCC2)CC(=O)N1c1ccc(F)cc1 (stereo unspecified)	8.5%	-24.2%	.	.
COc1ccccc1CN1C(=S)SC(C)(C)C1NO (stereo unspecified)	8.5%	15.9%	-11.9%	1.3%
Cc1c(C(=O)Nc2cccc(C(F)(F)F)c2)sc2nc[nH]c(=O)c12	-6.6%	-9.9%	-14.7%[10.9 µM]	?
C/C(=N\O)C(=O)NCc1ccncc1	4.9%	9.2%	-5.3%	-1.1%
N#Cc1nc(COc2ccc(Cl)cc2)oc1N1CCCC1	-0.8%	-20.8%	.	3.2%
CN(CCCNC(=O)c1cc2c(Cl)nc3ccccc3c2s1)Cc1ccccc1	3.2%	?	-7.8%[10.9 µM]	?
CCCn1c(SCC(=O)N2CCCCC2)nnc1-c1ccco1	-4.6%	-5.8%	-7.1%	-1.7%
O=c1c2cnn(-c3ccccc3)c2nc(-c2ccco2)n1-c1ccccc1	-6.1%	1.4%	-16.1%	?
C=COCCn1c(-c2nonc2N)nc2ccccc21	16.3%	11.1%	2.0%	-0.6%
Cc1ccc(N2CCN(C(=O)CNS(=O)(=O)c3ccc(Br)s3)CC2C)cc1 (stereo unspecified)	12.8%	-11.0%	-15.8%	2.5%
CCCCc1ccc(C2C(C#N)=C(N)SC(N)=C2C#N)s1	25.1%	29.8%	-0.7%	5.2%
CCSc1nnc(NC(=O)CSc2nc3c(c(=O)n2-c2ccccc2)SCC3)s1	6.9%	-2.9%	-2.2%	-0.6%
CC1(C)Cc2ccccc2-c2nnc(-c3ccccc3)n21	-1.8%	-1.5%	.	.
O=C(Oc1ccccc1C(=O)N1CCOCC1)c1ccc(Br)cc1	6.0%	-7.4%	-6.9%	-1.1%
COc1ccc(OC)c2[nH]c(=O)c(CCNC(=O)c3ccc(S(=O)(=O)N(C)C)cc3)cc12	-10.8%	-7.4%	10.5%	0.8%
O=C(Nc1cc(N2CCOCC2)ncn1)NC1(C(F)(F)F)Oc2ccccc2O1	-13.6%	-3.1%	.	.
c1ccc(-n2c(Cc3cn4ccsc4n3)nnc2N2CCOCC2)cc1	7.7%	-3.3%	-4.9%	0.1%
CCOc1ccc(CCNC(=O)c2cc3n(n2)CCCN(Cc2ccc(C)cc2)C3=O)cc1OCC	-4.1%	10.1%	-16.5%[10.9 µM]	-1.2%
CN(c1ccccc1)S(=O)(=O)c1ccc(C(=O)Nc2nnc(-c3ccc(F)cc3)o2)cc1	-26.7%	?	-10.7%	-1.5%
Cc1ccc(-c2n[nH]c3c2C(c2cccs2)N(c2ccc(Cl)cc2)C3=O)cc1 (stereo unspecified)	?	?	-7.2%[10.9 µM]	?
O=C(Cc1c(O)c2ccccc2[nH]c1=O)NC1CCCCCC1	-6.1%	-1.5%	?	?
CC1CCCCN1C(=O)c1cc(-c2ccc(Cl)c(Cl)c2)on1 (stereo unspecified)	4.8%	-20.9%	-41.4%[inhibitor]	3.7%
CC(=O)Nc1ccc(S(=O)(=O)Nc2ccc([N+](=O)[O-])cc2)cc1	-9.3%	-12.9%	-11.7%	.
CCOc1nonc1C(=N)/C(C(C)=O)=C(\C)O	4.2%	5.2%	18.3%	1.4%
COc1ccc(NC(C)=O)cc1NC(=O)CCn1c(=O)sc2ccccc21	-1.7%	-1.0%	-11.6%	1.3%
COc1ccc(C(=O)Nc2cc(-c3nc4ncccc4o3)ccc2C)cc1Br	-13.6%	-16.4%	-11.7%[10.9 µM]	4.3%
COCCN(CCOC)C(=O)c1cc2c(=O)n3ccccc3nc2n1C	1.2%	-5.4%	-13.2%[10.9 µM]	1.1%
Cn1c(=O)c2c(nc(N3CCOCC3)n2CCCNC2=NCCC2)n(C)c1=O	0.8%	-0.5%	-8.9%	-4.4%
CCc1ccccc1NC(=O)N1CCN(Cc2nc3ccc(C)cc3o2)CC1	-3.6%	-23.9%	16.0%[10.9 µM]	?
N#Cc1nc(Cc2ccccc2)oc1NCCc1ccccc1	-4.1%	4.8%	-15.2%	-2.7%
Cc1ccc(-n2c(=O)[nH]c3cc(C(=O)NCCc4ccccc4)ccc3c2=O)cc1	1.0%	7.6%	-7.5%[10.9 µM]	2.3%
COCCn1c(C(C)C)nc2oc3ccccc3c(=O)c2c1=O	10.4%	4.6%	-11.5%	-1.5%
Cc1ccc2nc(NC(=O)C3CCN(S(=O)(=O)c4cccc5nsnc45)CC3)sc2c1	-8.2%	0.3%	-13.4%	-1.1%
CCCS(=O)(=O)Nc1cccc(-c2cn3ccsc3n2)c1	-1.5%	?	-12.1%[10.9 µM]	1.6%
O=C(Nc1ccc2c(c1)OCCO2)C1CCN(c2nnnn2-c2ccccc2)CC1	5.7%	-7.6%	-1.9%	0.0%
COc1ccc(Oc2ncc3nc(CCc4ccccc4)c(=O)n(CCC#N)c3n2)cc1	-5.2%	2.6%	.	1.9%[11.4 µM]
O=C(Cn1cc(C(=S)N2CCOCC2)c2ccccc21)N1CCOCC1	-4.9%	11.5%	22.1%	-0.1%
CC1CCCCN1S(=O)(=O)c1ccc(NC(=O)c2cccc(-n3cnnn3)c2)cc1 (stereo unspecified)	-0.8%	-1.8%	.	9.4%
Cc1cc2c(N3CCCCC3C)ncnc2s1 (stereo unspecified)	-10.9%	-8.4%	-16.1%	-0.8%
CCNC(=O)c1cc2c(=O)n3cccc(C)c3nc2n(Cc2ccc(C)cc2)c1=N	9.9%	15.5%	10.4%	-0.3%
COc1ccc(NC(=O)C2CCCN(c3c4c(nc5ncnn35)CCC4)C2)cc1 (stereo unspecified)	4.2%	-2.2%	-3.1%	-0.3%
Cc1ccc(-c2onc(C)c2C)cc1S(=O)(=O)N1c2ccccc2CC1C (stereo unspecified)	2.5%	3.7%	-11.4%[10.9 µM]	2.2%

Entries of single compounds, quoted from the list. Values in the order: p53ts 32C tox | p53ts 39C tox | Peg3 imprint | IkB signaling
`CCNC(=O)c1cc2c(=O)n3cccc(C)c3nc2n(Cc2ccc(C)cc2)c1=N` as listed: 9.9% | 15.5% | 10.4% | -0.3%
`Cc1cc2c(N3CCCCC3C)ncnc2s1` (stereo unspecified) as listed: -10.9% | -8.4% | -16.1% | -0.8%
`COc1ccc(NC(=O)C2CCCN(c3c4c(nc5ncnn35)CCC4)C2)cc1` (stereo unspecified) as listed: 4.2% | -2.2% | -3.1% | -0.3%

Bioassay records from PubChem BioAssay.
